# ABHD5 PLIN5 PPI – blocks binding of human ABHD5 to perilipin-5; Q00G26+Q8WTS1; Split G. princeps luciferase complementation, luminescence, 4 h; inhibition, % at 4 µM; hit rate 0.78% among 360,000;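 active = inhibition above the mean inhibition across every tested compound plus 3 SD, cut at about 22% in these data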;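 note: 0% = DMSO only wells and the 100% control is not disclosed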
# Target sequence (Q00G26 whole entry, looked up): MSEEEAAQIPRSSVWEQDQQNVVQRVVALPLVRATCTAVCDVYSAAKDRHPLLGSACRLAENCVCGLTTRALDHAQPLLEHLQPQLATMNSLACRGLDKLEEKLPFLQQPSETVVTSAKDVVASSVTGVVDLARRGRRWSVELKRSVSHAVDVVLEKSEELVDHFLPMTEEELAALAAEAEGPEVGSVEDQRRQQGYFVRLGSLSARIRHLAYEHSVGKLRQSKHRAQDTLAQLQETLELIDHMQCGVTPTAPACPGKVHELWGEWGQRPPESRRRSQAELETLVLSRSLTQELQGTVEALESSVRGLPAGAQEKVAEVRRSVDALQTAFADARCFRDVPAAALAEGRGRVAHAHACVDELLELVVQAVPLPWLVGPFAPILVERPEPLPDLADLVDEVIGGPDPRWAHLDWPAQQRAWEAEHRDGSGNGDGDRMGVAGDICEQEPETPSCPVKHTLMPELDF
# Target sequence (Q8WTS1 whole entry, looked up): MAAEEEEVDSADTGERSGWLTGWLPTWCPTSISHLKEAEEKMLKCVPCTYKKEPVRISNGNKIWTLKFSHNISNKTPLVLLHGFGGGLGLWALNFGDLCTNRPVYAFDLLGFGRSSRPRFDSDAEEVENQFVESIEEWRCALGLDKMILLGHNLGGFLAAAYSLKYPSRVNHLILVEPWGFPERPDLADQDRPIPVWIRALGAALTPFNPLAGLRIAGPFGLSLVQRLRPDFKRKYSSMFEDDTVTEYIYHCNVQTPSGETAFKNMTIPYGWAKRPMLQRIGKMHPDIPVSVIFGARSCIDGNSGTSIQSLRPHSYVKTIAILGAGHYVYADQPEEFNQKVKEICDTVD
# m5-HT2A agonist – agonists of mouse serotonin 5-HT2A receptor (HTR2A); activation, % at 7.6 µM; hit rate 0.66% among 360,000; CHO-K1 mHTR2A beta-arrestin complementation, luminescence; percent of 30 µM serotonin response;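 active = activation above a run cutoff, the mean activation of all tested compounds plus 3 SD, cut at about 14% in these data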;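 note: 0% = plate median of compound wells and 100% = 30 µM serotonin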
# MC4R barr agon – human MC4R agonism via beta-arrestin; U2OS MC4R beta-arrestin complementation, luminescence; percent of melanotan II response, DMSO zero; P32245; hit rate 0.98% among 360,000; activation, % at 8.9 µM;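 active = activation above a per-plate cutoff, the mean activation of sample wells on that plate plus 3 SD, cut at about 8% in these data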
# Cardio protect – protects H9c2 cardiomyocytes from peroxide injury; H2O2 injury protection, ATPLite, 2 h; protection from H2O2 cell death, % at 20 µM; hit rate 0.63% among 360,000; AID 588492;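 active = compounds giving at least 50% protection of heart cells from peroxide-induced death in the single-dose screen, raw or plate-pattern-corrected value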;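 note: 0% = DMSO wells with peroxide and 100% = DMSO wells without peroxide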
# MC4R antag cAMP – blocks human MC4R cAMP signaling. P32245. MC4R-expressing cells, MTII-stimulated cAMP, LANCE TR-FRET. inhibition, % at 6.5 µM. hit rate 0.48% among 360,000. AID 540295;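 active = inhibition above its plate's cutoff, the mean of tested wells on that plate plus 3 SD, cut at about 29% in these data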;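 note: 0% = Melanotan II alone and 100% = Melanotan II plus saturating MCL0020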
#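 System – human MC4R-expressing U2OS cells · Also added – Melanotan II · Dosing – one concentration, 6.5 µM nominal · Timing – 30-min compound, 1-h challenge, 1-h detection, room temperature · Measured by – Eu-cAMP/anti-cAMP TR-FRET, emission 671 nm · Replicates – singlicate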
# ABCB6 inh 2 – blocks the human ABCB6 transporter. Q9NP58. K562-ABCB6 porphyrin accumulation, flow cytometry, 1 h; active compounds read low. fluorescence ratio to DMSO, % at 10 µM. hit rate 0.19% among 360,000;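 active = fluorescence ratio to DMSO below 75%, the collection mean minus 3 SD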;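 note: signal is porphyrin accumulated inside mitochondria; 100% equals median channel fluorescence of DMSO control wells; lower ratio means ABCB6 inhibition with less porphyrin fluorescence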
# Exocytosis inh – lytic granule exocytosis inhibition | hit rate 0.66% among 360,000 | TALL-104 LAMP-1 surface exposure, flow cytometry; cells stimulated with thapsigargin and PMA | inhibition, % at 10 µM | AID 651702;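 active = inhibition above about 55%, limit read from the data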
# Glyco luc inh – blocks N-linked glycosylation in D54 reporter cells. D54 ERlucT glycosylation luciferase reporter, 24 h; percent of 100 nM tunicamycin response. reporter increase, % at 12.5 µM. hit rate 0.23% among 360,000. AID 588692;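 active = mean luciferase reporter signal, scaled so untreated is 0 and the glycosylation-blocking control 100, at or above a set limit in every replicate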;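 note: luciferase carries N-glycosylation sites so blocking glycosylation raises the light; 0% = median of neutral control wells and 100% = median of 100 nM tunicamycin wells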
# hiPSC survival – increases survival of single human iPS cells; hiPSC single-cell survival, ATPlite luminescence; 100% = ROCK inhibitor wells, 0% = DMSO; survival enhancement, % at 20 µM; hit rate 0.044% among 360,000; AID 602274; in the data active = survival enhancement above about 18%;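 note: cells exposed to compounds for 16 hours before the ATP read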
# aDG glyco act – alpha-DG glycosylation activation; Pro5-aDG cells, alpha-DG glycosylation AlphaScreen (IIH6); 0% Pro5, 100% B10-LARGE cell signal; activation, % at 10 µM; hit rate 0.22% among 360,000;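 active = activation of at least 8% versus controls, or a plate z-score of at least 8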;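 note: Pro5 are CHO cells carrying HIG-tagged alpha-DG that lacks glycosylation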
# Active calls of the source: *.
SMILES,ABHD5 PLIN5 PPI,m5-HT2A agonist,MC4R barr agon,Cardio protect,MC4R antag cAMP,ABCB6 inh 2,Exocytosis inh,Glyco luc inh,hiPSC survival,aDG glyco act
CC(C)C[C@H]1CN=C(Nc2ccccc2)N1CCC(C)c1ccccc1 (stereo partly drawn),-1,-4,-1.2,-15,6,89,14,-3,-3.3,0.5
CCCn1c(=O)c2c(C(F)(F)F)cc(-c3ccco3)nc2n(CCC)c1=O,6,0,1.7,1,0,92,-2,1,0.2,-0.1
Cc1ccc(S(=O)(=O)N2CCOCC2)cc1C(=O)OCC(=O)NC1CCCCC1,1,2,3.0,-1,12,97,-3,-1,-0.1,0.2
CCn1cnc2cc(NCc3nc4ccccc4n3C)ccc21,9,4,0.1,-2,-1,100,-7,-7,-0.9,0.1
Cc1cc2nc(-c3ccc(SCC(=O)Nc4ccc(S(=O)(=O)N5CCCC5)cc4)nc3)[nH]c2cc1C,-8,-2,-1.3,-12,10,101,-1,-6,-2.2,0.0
CC1CN(C)C(C)CC1OC(=O)C(c1ccccc1)c1ccccc1 (stereo not drawn),0,-5,-0.8,-4,5,96,7,1,-0.3,0.0
COc1ccc(S(=O)(=O)N2CCc3ccccc32)cc1C(=O)Nc1ccc(C(N)=O)cc1,-1,-10,-1.3,-1,17,101,-14,-8,-0.4,-0.3
COc1cc(C(=O)Nc2sc3c(c2C(=O)NCc2ccco2)CCCC3)cc(OC)c1OC,1,-1,5.7,31,15,91,55,5,1.2,-0.4
Cc1cc(NC(=O)COC(=O)c2cnccn2)ccc1Br,10,-5,-0.3,3,7,96,11,0,-0.2,-0.1
CN(C)CCNC(=O)C12CC3(C)CC(C)(CC(C)(C3)C1)C2,2,-1,1.4,8,-1,96,-1,1,-3.2,1.1
COc1ccc(NC(=S)N2CCN(C(=O)c3ccccc3)CC2)cc1,-3,2,-0.5,-4,6,88,-2,1,2.5,0.0
Cc1oncc1-c1csc(-c2ccccc2)n1,2,0,-1.9,-4,4,90,-1,2,-1.6,0.0
COc1ccc(CNC(=O)C2CC(c3cccc(OC)c3)=NO2)cc1 (stereo not drawn),-9,0,0.7,0,-20,103,17,6,1.8,-0.1
CC(Sc1n[nH]c(-c2cccs2)n1)C(=O)Nc1ccc(C(N)=O)cc1 (stereo not drawn),-2,-3,-4.5,4,8,97,8,2,0.3,0.1
O=C(NCc1ccc(Cl)c(Cl)c1)c1ccc2c(c1)OCO2,3,-3,-0.5,3,10,96,-5,-1,0.0,0.9
O=C(CSc1nnc2c(n1)[nH]c1ccc(S(=O)(=O)N3CCOCC3)cc12)Nc1ccccc1Cl,-1,-2,-2.6,-11,9,94,0,-8,-0.1,-0.5
COCCNC(=O)COC(=O)c1[nH]c(C)c(C(C)=O)c1C,0,-1,-0.2,7,3,104,-2,-1,-4.1,-0.2
C[C@H](CO)N1C[C@H](C)[C@@H](CN(C)S(=O)(=O)c2ccc(F)cc2)Oc2c(NC(=O)NC3CCCCC3)cccc2C1=O,3,11,-1.1,-3,8,95,-4,-1,-3.5,0.0
O=C(CCN1C(=O)COc2ccccc21)NCCCN1CCc2ccccc2C1,9,2,1.1,8,1,97,1,2,-1.0,-0.5
C[C@H](CO)N1C[C@H](C)[C@@H](CN(C)Cc2ccc(Cl)c(Cl)c2)Oc2c(NC(=O)C3CC3)cccc2C1=O,8,-4,1.9,14,25,92,-3,-1,-2.6,0.7

# An excerpt from above in order of molecular weight, low to high:
SMILES,ABHD5 PLIN5 PPI,m5-HT2A agonist,MC4R barr agon,Cardio protect,MC4R antag cAMP,ABCB6 inh 2,Exocytosis inh,Glyco luc inh,hiPSC survival,aDG glyco act
Cc1oncc1-c1csc(-c2ccccc2)n1,2,0,-1.9,-4,4,90,-1,2,-1.6,0.0
CCn1cnc2cc(NCc3nc4ccccc4n3C)ccc21,9,4,0.1,-2,-1,100,-7,-7,-0.9,0.1
COc1ccc(S(=O)(=O)N2CCc3ccccc32)cc1C(=O)Nc1ccc(C(N)=O)cc1,-1,-10,-1.3,-1,17,101,-14,-8,-0.4,-0.3

# (cont.)
SMILES,ABHD5 PLIN5 PPI,m5-HT2A agonist,MC4R barr agon,Cardio protect,MC4R antag cAMP,ABCB6 inh 2,Exocytosis inh,Glyco luc inh,hiPSC survival,aDG glyco act
Cc1ccc(S(=O)(=O)N2CCOCC2)cc1NC(=O)c1ccncc1,-2,3,2.5,4,5,99,-7,0,2.9,-0.1
O=C(Nc1ccn(Cc2ccccc2)n1)c1n[nH]c([N+](=O)[O-])c1Cl,0,6,1.8,-16,4,102,-11,-18,-0.5,1.0
CC(=O)NC(C)c1cc(Cl)c2cccnc2c1O (stereo not drawn),-1,-33,0.6,58*,1,102,-10,6,-1.3,0.9
CN(C)/C(CN1CCOCC1)=C1\N=C(c2ccccc2)OC1=O,0,-1,-2.2,-2,-3,99,2,0,-1.8,-0.3
CC(C)(CNC(=O)C1CCCC1)CNC(=O)C1CCCC1,-6,-1,-1.6,2,1,99,-9,2,1.5,-0.1
Cc1ccc(Cn2ccc(NC(=O)c3nn(C)cc3Cl)n2)cc1,-4,2,-3.1,5,7,99,0,1,0.2,-0.2
CCOc1ccc(/C(O)=C2/C(=O)C(=O)N(CC3CCCO3)C2c2ccco2)cc1 (stereo not drawn),0,-3,-2.4,4,6,97,1,1,3.1,-0.1
CCOC(=O)C1=CC(=O)CC(C)(C)O1,7,-1,-1.7,-2,1,105,-9,2,-2.2,-0.1
NC(=O)C1CCN(C(=O)c2ccc3nc(-c4ccccc4)c(-c4ccccc4)nc3c2)CC1,4,-3,-4.3,-2,1,94,0,3,-0.1,0.2
COC(=O)COc1cc(Cl)c(C=O)cc1OC,-4,7,0.1,-1,-2,102,-2,2,-2.7,0.0
C=CCc1cc(C)ccc1OCCCn1ccnc1,-2,-3,-1.7,-7,1,93,-1,0,-0.4,0.3
CCN(CC(=O)Nc1ccc2c(c1)OCCO2)Cc1cc(=O)oc2c(C)c(C)ccc12,10,-4,-0.6,4,2,95,0,5,-3.4,0.0
CCN(CC)C(=O)CSc1nc(N)c(C(=O)Nc2ccc(OC)cc2)s1,-5,-2,-1.4,6,-7,99,7,-3,6.3,0.0
Cc1ccc(CN(Cc2cc3cc4c(cc3[nH]c2=O)OCCO4)Cc2nnnn2Cc2ccco2)cc1,0,2,0.2,2,-3,95,-2,0,1.3,0.2
CSc1ccc(C(=O)C2CCCN(Cc3cccc4nccnc34)C2)cc1 (stereo not drawn),3,-10,-0.5,-12,13,100,12,-1,-0.8,0.2
CC(=O)Nc1ccc(S(=O)(=O)N2CCN(c3cnn(C)c(=O)c3Cl)CC2)cc1,-3,3,3.0,-15,20,82,-1,3,1.3,-0.4
CC1CCN(Cc2c(C(=O)N/N=C/c3ccc(OC(C)C)cc3)nnn2-c2nonc2N)CC1,-2,-1,7.6,-15,4,97,55,-2,0.6,0.3
C=CC1=C(C(=O)O)N2C(=O)[C@@H](NC(=O)/C(=N/OCC(=O)O)c3csc(N)n3)[C@H]2SC1,-11,-7,-1.3,7,9,96,3,1,-1.7,-0.2
Nc1cc(S(=O)(=O)O)cc2ccc(S(=O)(=O)O)cc12,-6,2,-0.8,0,-3,97,6,1,2.2,0.0
COc1ccc2c(C)cc(SCC(=O)Nc3c(C)n(C)n(-c4ccccc4)c3=O)nc2c1,5,3,-0.2,22,18,106,0,-2,3.4,0.2

# In another format: entries from further up.
compound | ABHD5 PLIN5 PPI | m5-HT2A agonist | MC4R barr agon | Cardio protect | MC4R antag cAMP | ABCB6 inh 2 | Exocytosis inh | Glyco luc inh | hiPSC survival | aDG glyco act
O=C(NCc1ccc(Cl)c(Cl)c1)c1ccc2c(c1)OCO2 | 3 | -3 | -0.5 | 3 | 10 | 96 | -5 | -1 | 0.0 | 0.9
COc1ccc(CNC(=O)C2CC(c3cccc(OC)c3)=NO2)cc1 (stereo not drawn) | -9 | 0 | 0.7 | 0 | -20 | 103 | 17 | 6 | 1.8 | -0.1
COc1ccc(NC(=S)N2CCN(C(=O)c3ccccc3)CC2)cc1 | -3 | 2 | -0.5 | -4 | 6 | 88 | -2 | 1 | 2.5 | 0.0
COc1cc(C(=O)Nc2sc3c(c2C(=O)NCc2ccco2)CCCC3)cc(OC)c1OC | 1 | -1 | 5.7 | 31 | 15 | 91 | 55 | 5 | 1.2 | -0.4
CC(Sc1n[nH]c(-c2cccs2)n1)C(=O)Nc1ccc(C(N)=O)cc1 (stereo not drawn) | -2 | -3 | -4.5 | 4 | 8 | 97 | 8 | 2 | 0.3 | 0.1

# Later entries
SMILES,ABHD5 PLIN5 PPI,m5-HT2A agonist,MC4R barr agon,Cardio protect,MC4R antag cAMP,ABCB6 inh 2,Exocytosis inh,Glyco luc inh,hiPSC survival,aDG glyco act
CCOC(=O)C[n+]1c(C)csc1C,-5,1,-2.8,3,10,101,10,1,-1.0,-0.2
CC1(c2cccc(Br)c2)NC(=O)N(CC(=O)Nc2ccc(N3CCCCC3)cc2)C1=O (stereo not drawn),-6,-6,-2.1,-8,1,94,-2,-1,0.5,-0.1
Cc1ccccc1Cn1c([N+](=O)[O-])cnc1C,-4,2,-1.4,2,-2,98,2,0,-0.8,0.0
O=C(CCNC(=O)Cn1ccc2ccccc2c1=O)NCCCN1CCN(c2ccc(F)cc2)CC1,-3,-5,-3.2,0,3,84,-2,-1,1.5,-0.1
Cc1cccc(C)c1OCC(=O)NNC(=O)CCNC(=O)c1ccc(Br)cc1,-3,-7,-4.4,1,5,95,1,1,-0.5,-0.2
CCCCNC(=O)CNC(=S)N(Cc1ccc(C)cc1)Cc1ccco1,2,0,-0.6,-7,6,98,-2,-2,-0.6,0.2
CCCc1cc(=O)oc2cc(C)cc(OCC(=O)NCCN3CCOCC3)c12,-1,-5,-3.0,2,4,101,3,-1,-0.5,-0.2
CCc1nnc(NC(=O)CSc2nc3c(c(=O)n2-c2ccccc2OC)SCC3)s1,0,-4,0.3,3,1,86,7,4,4.4,0.3
Cc1ccc(C)c(NC(=S)N(CCN(C)C)C(C)c2ccccn2)c1 (stereo not drawn),1,9,-2.8,1,2,99,-5,-1,-0.4,0.0

# Four entries from above, arranged by their value in MC4R barr agon, falling.
mol | ABHD5 PLIN5 PPI | m5-HT2A agonist | MC4R barr agon | MC4R antag cAMP | ABCB6 inh 2 | Exocytosis inh | Glyco luc inh | aDG glyco act
CCCCNC(=O)CNC(=S)N(Cc1ccc(C)cc1)Cc1ccco1 | 2 | 0 | -0.6 | 6 | 98 | -2 | -2 | 0.2
CC1(c2cccc(Br)c2)NC(=O)N(CC(=O)Nc2ccc(N3CCCCC3)cc2)C1=O (stereo not drawn) | -6 | -6 | -2.1 | 1 | 94 | -2 | -1 | -0.1
Cc1ccc(C)c(NC(=S)N(CCN(C)C)C(C)c2ccccn2)c1 (stereo not drawn) | 1 | 9 | -2.8 | 2 | 99 | -5 | -1 | 0.0
CCCc1cc(=O)oc2cc(C)cc(OCC(=O)NCCN3CCOCC3)c12 | -1 | -5 | -3.0 | 4 | 101 | 3 | -1 | -0.2

# Screening results deposited in PubChem by several laboratories.

# Random draw from the library; overall some 4.5% were active at least once.
